EPAC2 antagonist = qHTS for Antagonist of cAMP-regulated guanine nucleotide exchange factor 2 (EPAC2): primary screen. Rap guanine nucleotide exchange factor 4 (Homo sapiens), Q8WZA2. Potency, µM (top dose mostly 114 µM), for inactives: at the top dose activity, negative = inhibition, hits mostly inhibitors. 0.18% of 360,000 active. AID 720708, 2013. EPAC2 GEF exchange of Rap1B-BODIPY-GDP, fluorescence; note: potency is the fitted concentration of half-maximal effect; % is set by controls: 0 for no effect and ±100 for the full control effect; nearly all actives have a fitted effect of over 45% in size; many of its hits are not listed in these tables
Target sequence (Q8WZA2 whole entry, looked up): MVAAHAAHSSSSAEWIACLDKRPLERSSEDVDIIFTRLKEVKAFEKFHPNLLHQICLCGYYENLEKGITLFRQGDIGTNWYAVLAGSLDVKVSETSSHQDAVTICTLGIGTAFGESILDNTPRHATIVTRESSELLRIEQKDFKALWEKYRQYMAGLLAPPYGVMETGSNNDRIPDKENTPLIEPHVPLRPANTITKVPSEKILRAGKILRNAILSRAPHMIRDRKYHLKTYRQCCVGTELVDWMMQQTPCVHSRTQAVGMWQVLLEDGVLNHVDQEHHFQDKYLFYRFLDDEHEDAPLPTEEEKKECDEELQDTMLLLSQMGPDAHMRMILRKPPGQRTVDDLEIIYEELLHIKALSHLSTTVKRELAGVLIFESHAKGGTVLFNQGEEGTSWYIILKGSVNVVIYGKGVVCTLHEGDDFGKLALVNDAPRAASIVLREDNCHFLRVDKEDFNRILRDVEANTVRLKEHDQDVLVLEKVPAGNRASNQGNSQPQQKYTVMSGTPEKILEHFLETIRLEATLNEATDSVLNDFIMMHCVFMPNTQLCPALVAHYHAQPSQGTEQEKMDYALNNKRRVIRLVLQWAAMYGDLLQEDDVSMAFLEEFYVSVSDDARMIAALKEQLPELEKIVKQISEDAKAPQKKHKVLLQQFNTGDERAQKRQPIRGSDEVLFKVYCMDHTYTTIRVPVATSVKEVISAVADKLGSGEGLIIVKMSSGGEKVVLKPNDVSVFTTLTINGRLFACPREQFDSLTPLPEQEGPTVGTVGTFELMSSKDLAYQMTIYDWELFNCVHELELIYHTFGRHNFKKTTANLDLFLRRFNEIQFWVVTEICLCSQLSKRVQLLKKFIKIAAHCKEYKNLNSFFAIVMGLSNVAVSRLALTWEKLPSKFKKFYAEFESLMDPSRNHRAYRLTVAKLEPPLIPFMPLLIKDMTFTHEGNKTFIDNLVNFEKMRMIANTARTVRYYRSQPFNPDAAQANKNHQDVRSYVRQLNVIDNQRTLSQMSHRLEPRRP
CCT chaperon mod = High-Throughput Screening for Modulators of Cytosolic Chaperonin Activity | purified chaperonin ATPase assay, HTRF ADP detection, 30 min | activity change, % (no concentration beside the values), hits read low | 0.3% of 360,000 active; in the data active = activity change below about -30%; note: % is set by controls: 0 for no effect and ±100 for the full control effect
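TRiC (40 or 20 nM final, by batch activity) in 30 mM Tris pH 7.4, 100 mM KCl, 5 mM MgCl2, 1 mM DTT was treated with compound at 76 uM single dose, then 10 uM ATP, 30 min at 37 °C. ADP was read by HTRF Transcreener.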
Nrf2 activator = qHTS of Nrf2 Activators; AID 624171, 2012; 0.31% of 410,000 active; Potency, µM (doses to about 46.1 µM), for inactives: at the top dose activation, hits mostly activators; AREc32 ARE-luciferase reporter (MCF7-derived line), luminescence, 24 h; note: potency is the fitted concentration of half-maximal effect; % of control where 0% means no effect; nearly all actives have a fitted effect of over 65% in size
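ARE-driven firefly luciferase activity in AREc32 cells measured after a 24 hr compound exposure at 37 deg C, using Steady-Glo reagent and a 30 min room-temperature hold.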
TGFb SMAD3 inh = qHTS for Inhibitors of TGF-b; HepG2 CAGA-GFP TGF-b/SMAD3 reporter, GFP fluorescence, 18 h; TGF-beta stimulated, 500 pg/mL final; Potency, µM (top dose mostly 46.1 µM), inactives show top-dose activity, negative = inhibition, most hits filed as inhibitors; 1.2% of 410,000 active; note: potency is the fitted concentration of half-maximal effect; % is set by controls: 0 for no effect and ±100 for the full control effect; nearly all actives have a fitted effect of over 65% in size
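TGF-beta reporter screen: HEPG2 CAGA-GFP, 1% FBS, 500 pg/mL TGF-beta final, 18 h; per-cell GFP summed per well; curves fitted and categorized by class.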
A549 viability = Nrf2 qHTS screen for inhibitors: counterscreen for cytotoxicity | AID 504648, 2011 | Potency, µM (doses to about 46 µM), for the others: top-dose activity change, negative = cytotoxicity, usual class: inhibitors | 0.16% of 390,000 active | A549 ARE-Fluc cells, CellTiter-Fluor viability, 18-24 h; note: potency is the fitted concentration of half-maximal effect; % is set by controls: 0 for no effect and ±100 for the full control effect
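A549 ARE_Fluc cells in 5% FBS OPTI-MEM were exposed to compounds in concentration-response for 18-24 h at 37 deg C. Viability was read by CellTiter-Fluor fluorescence (Ex 405/Em 525) after 30 min, before the luciferase read.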
Akt phos inh = HTS Assay for Inhibitors of Akt Phophorylation: Primary Screen | Neuro2A IGF-stimulated pAkt S473 HTRF, 20 min; stronger effect = lower value | activity change, % for hits at 50 µM | 0.32% of 360,000 active | AID 651550, 2012; in the data active = activity change below about -80%; inconclusive = mostly about -51% to -80%; note: % is set by controls: 0 for no effect and ±100 for the full control effect
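Neuro2A cells (4,500/well, DMEM with 0.5% FBS) were treated with compound at a single 50 µM final concentration, stimulated with 6 nM IGF for 20 min at 37 °C, and lysed. Phospho-Akt Ser473 was read by HTRF as 665/615 ratio ×10^4.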
Mm-Cpn inhibitor = Inhibitors of TCP-1 ring complex (TRiC) of Methanococcus maripaludis (MmCpn): qHTS | purified Mm-Cpn ATPase, ADP Transcreener TR-FRET | 0.031% of 330,000 active | AID 504842, 2011 | Potency, µM (highest dose often 76.9 µM), for the others: top-dose activity, negative = inhibition, most hits filed as inhibitors; note: potency is the fitted concentration of half-maximal effect; % is set by controls: 0 for no effect and ±100 for the full control effect; nearly all actives have a fitted effect of over 80% in size
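Eu-cryptate anti-ADP/ADP-d2 competition gives a ratio inversely related to ADP. Enzyme at 25 nM was pre-exposed to compound for 10 min, then given 10 uM ATP for 30 min, 37°C throughout.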
Nrf2 inh = Nrf2 qHTS screen for inhibitors. A549 ARE-Fluc reporter, luciferase luminescence, 18-24 h. Potency, µM (series often up to 46 µM), for inactives: at the highest dose activity change, negative = inhibition, most hits filed as inhibitors. 2.1% of 360,000 active. AID 504444, 2011; note: potency is the fitted concentration of half-maximal effect; % is set by controls: 0 for no effect and ±100 for the full control effect; nearly all actives have a fitted effect of over 60% in size
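Reporter: ARE-Fluc in A549. Exposure: 18-24 h, 37 °C, 5% CO2, 5% FBS OPTI-MEM. Readouts: fluorescent cytotoxicity (CellTiter-Fluor), then luminescent Nrf2 signal after BugLite.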
EPAC2 agonist = qHTS for Agonist of cAMP-regulated guanine nucleotide exchange factor 4 (EPAC2): primary screen; Rap guanine nucleotide exchange factor 4 (Homo sapiens), Q8WZA2; EPAC2 activation, biochemical qHTS; response scale: 100% = 6.5 mM cAMP response; Potency, µM (doses to about 154 µM), inactives show at the highest dose activation, usual class: activators; 0.079% of 360,000 active; AID 720711, 2013; note: potency is the fitted concentration of half-maximal effect; nearly all actives have a fitted effect of over 50% in size
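Exchange assay: 100 nM EPAC2 with 250 nM Rap1B-BODIPY-GDP and 50 uM GDP. Fluorescence (ex 480/em 540 nm) read every 5 min for 30 min at room temperature. Data normalized to 6.5 mM cAMP as agonist control.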
Starred values were filed as active, the others as inactive; i = inactive; ? = inconclusive; . = no result given; [ ] = dose if it differs, or a comment. Unless noted, calls come from the whole dose curve; as a rule, active = well fitted curve in the direction sought with a large enough effect; inconclusive = small, poorly fitted or top-dose-only effect, or another doubt; inactive = no such curve, though single readings can be large; an effect the other way counts as inactive or inconclusive. Only part of the results is shown. The share of hits here may be higher or lower than overall.

SMILES	EPAC2 antagonist	CCT chaperon mod	Nrf2 activator	TGFb SMAD3 inh	A549 viability	Akt phos inh	Mm-Cpn inhibitor	Nrf2 inh	EPAC2 agonist
Cc1cccc(-n2nc(CC#N)c(C#N)c2N)c1	25%	-2.0	-1.1%	-5%	?	i	3%	4%	8%
COc1ccccc1N1CCN(C2CCCN(C(=O)CCC(C)=O)C2)CC1 (stereo not given)	3%	-1.9	-0.9%	2%	-3%	i	0%	10%	1%
CC(C)(C)NC(=O)CN(Cc1ccc2c(c1)OCO2)C(=O)CNS(=O)(=O)c1ccc(F)cc1	2%	-0.6	-0.7%	-39%	1%	i	-2%	3%	-1%
C[C@@H](C(=O)Nc1cccc(S(=O)(=O)N2CCOCC2)c1)N1C(=O)C2CC=CCC2C1=O (stereo not given in full)	-9%	-1.8	0.6%	2%	-1%	i	0%	-6%	8%
Cc1ccc(C(CC(=O)N2CCCC2)c2ccccc2)c(O)c1C (stereo not given)	-8%	0.4	0.1%	11%	-16%	i	1%	.	5%
CC12c3ccccc3C(c3ccccc31)C1C(=O)N(Cc3cccnc3)C(=O)[C@H]12 (stereo not given in full)	4%	-2.4	-0.1%	-3%	1%	i	-1%	7%	-10%
Cc1cccc2cc(CN(Cc3ccc(F)cc3)C(=O)N3CCOCC3)c(=O)[nH]c12	2%	-5.1	-0.4%	18%	-1%	i	2%	-9%	7%
COc1ccccc1OCC(=O)NCCc1nc2ccccc2[nH]1	11%	3.1	-0.5%	-7%	0%	i	0%	2%	3%
COc1ccc(-c2oc(=O)c3cc(OC)c(OC)cc3c2/C=C/c2ccc([N+](=O)[O-])cc2)cc1	18%	-0.5	0.0%	-8%	5%	i	0%	5%	12%
CCCCN(CC)C(=O)C1CCCN(c2ncnc3c2nc2n3CCCCC2)C1 (stereo not given)	.	.	-0.1%	-21%	-10%	.	.	0%	.
Cc1ccc2oc(C(=O)Nc3ccc(S(=O)(=O)N4CCCCCC4)cc3)cc(=O)c2c1	.	.	-0.9%	-10%	1%	.	.	-1%	.
O=C(c1ccc(OC2CCN(Cc3cccc(OCCO)c3)CC2)cc1)N1CCCC1	0%	-1.0	-0.6%	24%	-14%	i	-1%	4%	5%

The list goes on.
SMILES	EPAC2 antagonist	CCT chaperon mod	Nrf2 activator	TGFb SMAD3 inh	A549 viability	Akt phos inh	Mm-Cpn inhibitor	Nrf2 inh	EPAC2 agonist
O=C(COC(=O)c1cccs1)c1ccc2ccccc2c1	-2%	-0.7	28%	-2%	-7%	i	-5%	?	12%
O=C(CSc1ccc(-c2cccs2)nn1)Nc1cccc(F)c1	.	.	6.9%	?	0%	.	.	21µM*	.
Cc1ccc(C(=O)Nc2cccc(S(=O)(=O)N3CCCCC3)c2)cc1S(=O)(=O)N1CCOCC1	-5%	-1.9	-0.2%	-25%	-6%	i	.	7.3µM*	2%
CN(Cc1ccccc1)C(=O)CN1C(=O)c2ccccc2C1=O	11%	-0.7	-0.2%	15%	1%	i	1%	-9%	1%
O=C(NCC(=O)N(c1cccc(F)c1)C(C(=O)NC1CCCC1)c1ccco1)c1ccco1 (stereo not given)	13%	0.0	0.2%	?	-2%	i	0%	0%	-3%
O=C(Nc1ccn(CCCNCC2CCCCC2)c(=O)n1)OCc1ccccc1	6%	-1.2	0.3%	-16%	.	i	.	.	18%
COc1cc(NC(=O)C2CC2)c(C(=O)O)cc1OC	-10%	-3.1	0.1%	?	2%	i	-1%	1%	0%
Cc1ccc(C)c(S(=O)(=O)N2CCN(C(=O)c3ccc4ccccc4n3)CC2)c1	-17%	-1.1	-0.4%	2%	5%	i	4%	13%	21%
O=C(COc1ccc(F)cc1)Nc1ccc(S(=O)(=O)Nc2ncccn2)cc1	5%	-5.0	-0.7%	-10%	3%	i	1%	-19%	1%
CC(=O)c1c(O)c2ccccc2n(Cc2ccccc2)c1=O	-4%	-0.7	-1.0%	-2%	-22%	i	-24%	-8%	1%
O=C(NCCCN1CCN(c2cccc(Cl)c2)CC1)c1cccc(N2CCCC2=O)c1	13%	-0.6	3.9%	13%	2%	i	1%	-5%	-2%
CCc1noc(C)c1C(=O)N1CCCC(CCC(=O)NCc2cccc(OC)c2)C1 (stereo not given)	-3%	-0.8	-0.1%	10%	-4%	i	3%	-7%	9%

Reprinted from the part before: 4 entries, followed by the next part.
Codes: A = EPAC2 antagonist; B = CCT chaperon mod; C = Nrf2 activator; D = TGFb SMAD3 inh; E = A549 viability; F = Akt phos inh; G = Mm-Cpn inhibitor; H = Nrf2 inh; I = EPAC2 agonist
O=C(COc1ccc(F)cc1)Nc1ccc(S(=O)(=O)Nc2ncccn2)cc1
  A = 5% | B = -5.0 | C = -0.7% | D = -10% | E = 3% | F = i | G = 1% | H = -19% | I = 1%
CC(=O)c1c(O)c2ccccc2n(Cc2ccccc2)c1=O
  A = -4% | B = -0.7 | C = -1.0% | D = -2% | E = -22% | F = i | G = -24% | H = -8% | I = 1%
O=C(NCCCN1CCN(c2cccc(Cl)c2)CC1)c1cccc(N2CCCC2=O)c1
  A = 13% | B = -0.6 | C = 3.9% | D = 13% | E = 2% | F = i | G = 1% | H = -5% | I = -2%
CCc1noc(C)c1C(=O)N1CCCC(CCC(=O)NCc2cccc(OC)c2)C1 (stereo not given)
  A = -3% | B = -0.8 | C = -0.1% | D = 10% | E = -4% | F = i | G = 3% | H = -7% | I = 9%
O=C(Nc1ccccc1)N1CCC(c2ccccc2)C1 (stereo not given)
  A = -2% | B = 0.3 | C = 2.5% | D = 8% | E = 1% | F = i | G = 1% | H = ? | I = 1%
CC(=O)Nc1ccc(S(=O)(=O)Nc2nc3ccccc3nc2Nc2ccc(N)cc2)cc1
  A = -4% | B = -2.0 | C = -0.6% | D = 2% | E = -6% | F = i | G = -4% | H = 18% | I = -7%
COc1ccc(NC(=O)CN(C)C(=O)c2cc(-c3cccs3)nn2-c2ccccc2)cc1
  A = 2% | B = 4.4 | C = 4.2% | D = 0% | E = -16% | F = i | G = -2% | H = -20% | I = 13%
Cc1cc(-c2ccc(Br)cc2)n[nH]1
  A = 5% | B = 1.7 | C = -0.2% | D = -20% | E = -2% | F = i | G = 0% | H = 25% | I = -1%
CC(C)(C)C(=O)Nc1nnc(CSCc2ccccc2F)s1
  A = 10% | B = -0.9 | C = 2.5% | D = ? | E = -3% | F = i | G = 2% | H = -15% | I = 12%
COc1ccc(CCNc2c3ccccc3nc3ccccc23)cc1OC
  A = 1% | B = 0.0 | C = 8.8% | D = 16µM* | E = ? | F = i | G = -1% | H = ? | I = 3%
CCC(=O)Nc1ccc(NC(=O)CSc2nnc(C(C)C)n2C)cc1
  A = 20% | B = -1.0 | C = 0.7% | D = -3% | E = 1% | F = i | G = -2% | H = -5% | I = 3%
CC(C)CNC(=S)NNC(=O)c1csc2c1CCC(C)C2 (stereo not given)
  A = 2% | B = -0.6 | C = 2.8% | D = -1% | E = -5% | F = i | G = 1% | H = . | I = 0%
CN1C(=O)C(O)(c2nnc(-c3ccccc3)o2)c2ccccc21 (stereo not given)
  A = 0% | B = -1.8 | C = 8.6% | D = 7% | E = -2% | F = i | G = -3% | H = 3% | I = 3%
COC(=O)[C@]1(S(=O)(=O)c2ccccc2)C[C@@H]2ON=C(c3ccc(OC)cc3)[C@@H]2C1
  A = -12% | B = 1.4 | C = 8.9% | D = -30% | E = -1% | F = i | G = -2% | H = 1% | I = 1%

(list continues)
Codes: A = EPAC2 antagonist; B = CCT chaperon mod; C = Nrf2 activator; D = TGFb SMAD3 inh; E = A549 viability; F = Akt phos inh; G = Mm-Cpn inhibitor; H = Nrf2 inh; I = EPAC2 agonist
CC(C)CC(NC(=O)c1ccco1)C(=O)Nc1ccc2c(c1)OCCO2 (stereo not given)
  A = 8% | B = -1.2 | C = 0.0% | D = 8% | E = 3% | F = i | G = 1% | H = ? | I = 7%
Cc1cc(C)cc(SCc2noc(C(=O)NC(C)C)c2C(=O)O)c1
  A = -18% | B = 0.9 | C = -0.2% | D = 25% | E = -5% | F = i | G = 1% | H = 15% | I = -6%
CC1CCc2nn(CC(=O)NC3CCCC(C)C3C)cc2C1 (stereo not given)
  A = -9% | B = -2.7 | C = -0.1% | D = -5% | E = 6% | F = i | G = -3% | H = -19% | I = 2%
NC(=O)c1cc[n+](CC(=O)c2ccc(NC(=O)c3ccccc3)cc2)cc1
  A = 2%[57.1 µM] | B = 1.1 | C = 2.7% | D = 2% | E = 3% | F = i | G = 1% | H = 0% | I = 8%
COc1ccc2cc3cc(C(=O)N4CCN(C5CCCCC5)CC4)oc3nc2c1
  A = 0% | B = 2.3 | C = -0.1% | D = -1% | E = 1% | F = i | G = -4% | H = 13% | I = 6%
Cc1cccc(C)c1NC(=O)COC(=O)c1c(C)nn(-c2ccccc2)c1C
  A = -1% | B = -0.2 | C = 0.3% | D = -27% | E = 0% | F = i | G = 3% | H = -17% | I = 1%
O=C(N/N=C/c1cc([N+](=O)[O-])ccc1O)Nc1ccccc1
  A = 1% | B = -2.6 | C = 4.7% | D = -7% | E = -2% | F = i | G = 1% | H = -1% | I = 11%
COC(=O)c1sccc1NC(=O)Nc1ccc(C)cc1
  A = -7% | B = 0.0 | C = 20% | D = 1% | E = 0% | F = i | G = -1% | H = 18% | I = 25%
